Assay outcomes (PubChem BioAssay)
PAFAH1B2 inh = PAFAH1B2 enzyme inhibitors, primary screen, biochemical, fluorescence polarization, human; Platelet-activating factor acetylhydrolase IB subunit alpha2 (Homo sapiens), P68402; recombinant PAFAH1B2, FP-rhodamine activity probe; inhibition, % at 3.39 µM; 340,000 compounds, 1.2% hits;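 active means inhibition above the mean of all tested compounds plus 3 SD, cut at about 24% in these data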;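 further: 0% = enzyme with DMSO and 100% = wells lacking PAFAH1B2; many of its hits are not listed in these tables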
LYPLA1 counter = LYPLA1 inhibitors, primary screen, counter-screen for PME1 inhibitor project, biochemical, fluorescence polarization, FP-Rh probe ABPP; recombinant LYPLA1; inhibition, % at 5.9 µM; 320,000 compounds, 0.16% hits; AID 2174, 2009;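 active means inhibition above the mean of all tested compounds plus 3 SD, set per campaign, cut at about 14% in these data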;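 further: inhibitors block serine hydrolase probe labeling of LYPLA1 so polarization falls; 0% = enzyme with DMSO and 100% = wells lacking LYPLA1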
ZTA counter = counter-screen for EBNA-1 inhibitors: inhibitors of Epstein-Barr virus ZTA; P03206; ZTA-DNA binding, fluorescence polarization; inhibition, % at 11 µM; 320,000 compounds, 0.15% hits; in the data active means inhibition above about 33%
Target sequence (P03206 whole entry, looked up): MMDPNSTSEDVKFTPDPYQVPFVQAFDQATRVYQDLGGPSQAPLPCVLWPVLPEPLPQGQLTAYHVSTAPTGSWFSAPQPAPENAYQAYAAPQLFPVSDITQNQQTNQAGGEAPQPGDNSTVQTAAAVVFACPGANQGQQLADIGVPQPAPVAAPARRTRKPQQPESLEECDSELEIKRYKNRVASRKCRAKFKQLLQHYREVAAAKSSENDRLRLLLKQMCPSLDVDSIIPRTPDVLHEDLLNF
PAFAH1B3 inh = PAFAH1B3 enzyme inhibitors, primary screen, biochemical, fluorescence polarization, human. recombinant PAFAH1B3, FP-rhodamine probe. 340,000 compounds, 0.28% hits. inhibition, % at 3.39 µM;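 active means inhibition above the screen-wide average of all tested compounds plus 3 SD, cut at about 25% in these data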;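 further: 0% = enzyme with DMSO only and 100% = wells lacking PAFAH1B3 protein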
EBNA-1 inhibitor = EBNA-1 DNA-binding inhibitors, primary screen, biochemical, fluorescence polarization; inhibition, % at 14.8 µM; 300,000 compounds, 0.34% hits; AID 1950, 2009; in the data active means inhibition above about 28%
PREPL inh = PREPL enzyme inhibitors, primary screen, biochemical, fluorescence polarization. Prolyl endopeptidase-like (Homo sapiens), Q4J6C6. recombinant PREPL, fluorescence polarization activity-based probe. inhibition, % at 5.96 µM. 320,000 compounds, 0.68% hits. AID 2751, 2010; in the data active means inhibition above about 43%;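 further: 0% = enzyme with DMSO and 100% = wells lacking enzyme; many of its hits are not listed in these tables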
PAFAH2 inh = PAFAH2 enzyme inhibitors, primary screen, biochemical, fluorescence polarization, human | 340,000 compounds, 0.99% hits | inhibition, % at 3.39 µM | recombinant PAFAH2, FP-rhodamine activity probe | Platelet-activating factor acetylhydrolase 2, cytoplasmic (Homo sapiens), Q99487;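 active means inhibition above the mean over all tested compounds plus 3 SD, cut at about 30% in these data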;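 further: inhibitors block probe labeling of enzyme so polarization drops; 0% = enzyme with DMSO and 100% = wells lacking PAFAH2 protein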
pPAFAH inh = pPAFAH enzyme inhibitors, primary screen, biochemical, fluorescence polarization, human. Platelet-activating factor acetylhydrolase (Homo sapiens), Q13093. AID 463082, 2010. recombinant pPAFAH, FP-rhodamine probe fluorescence polarization. inhibition, % at 3.39 µM. 330,000 compounds, 1.5% hits;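 active means inhibition above the mean inhibition across the screen plus 3 SD, cut at about 25% in these data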;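 further: inhibitors block binding of the rhodamine activity-based probe so polarization drops; 0% = enzyme with DMSO and 100% = wells lacking pPAFAH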
Target sequence (Q13093 whole entry, looked up): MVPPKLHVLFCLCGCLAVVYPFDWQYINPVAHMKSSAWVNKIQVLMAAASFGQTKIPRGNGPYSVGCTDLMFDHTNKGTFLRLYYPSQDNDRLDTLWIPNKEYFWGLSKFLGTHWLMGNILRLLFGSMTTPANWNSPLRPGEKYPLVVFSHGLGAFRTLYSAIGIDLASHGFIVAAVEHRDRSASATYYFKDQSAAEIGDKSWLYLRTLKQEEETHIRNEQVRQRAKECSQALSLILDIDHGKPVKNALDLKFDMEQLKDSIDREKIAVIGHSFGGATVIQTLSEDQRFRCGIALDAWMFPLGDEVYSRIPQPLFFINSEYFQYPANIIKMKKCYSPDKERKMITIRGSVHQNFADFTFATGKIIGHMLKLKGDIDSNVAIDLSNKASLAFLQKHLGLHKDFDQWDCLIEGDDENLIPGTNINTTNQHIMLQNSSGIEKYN
LYPLA2 counter = LYPLA2 inhibitors, primary screen, counter-screen for PME1 inhibitor project, biochemical, fluorescence polarization, FP-Rh probe ABPP; Acyl-protein thioesterase 2 (Homo sapiens), O95372; recombinant LYPLA2; inhibition, % at 5.9 µM; 320,000 compounds, 0.38% hits;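 active means inhibition above the screen-wide mean plus 3 SD, limit set per campaign, cut at about 26% in these data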;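 further: 0% = LYPLA2 with DMSO and 100% = wells lacking LYPLA2 enzyme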
Target sequence (O95372 whole entry, looked up): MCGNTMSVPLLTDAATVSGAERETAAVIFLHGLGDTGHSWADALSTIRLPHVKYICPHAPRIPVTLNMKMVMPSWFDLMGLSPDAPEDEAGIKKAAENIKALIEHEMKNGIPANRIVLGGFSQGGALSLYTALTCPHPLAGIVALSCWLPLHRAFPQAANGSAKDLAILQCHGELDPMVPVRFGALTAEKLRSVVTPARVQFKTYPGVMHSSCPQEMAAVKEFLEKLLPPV
An asterisk follows results filed as active; nt = no result given. Some of the compounds tested, so the mix of outcomes need not match the whole.

SMILES	PAFAH1B2 inh	LYPLA1 counter	ZTA counter	PAFAH1B3 inh	EBNA-1 inhibitor	PREPL inh	PAFAH2 inh	pPAFAH inh	LYPLA2 counter
CN1CCN(S(=O)(=O)c2cccc(C(=O)Nc3cc(Cl)ccc3N3CCOCC3)c2)CC1	3.1	-0.6	17.0	7.9	12.1	-4.5	-4.6	4.3	0.2
O=C(COCc1cc(-c2ccc3c(c2)OCO3)on1)Nc1cccnc1	4.2	1.2	8.2	4.8	4.2	2.9	1.7	6.5	0.7
COCCCN1C(=O)C(O)=C(C(=O)c2ccco2)C1c1ccccc1 (configuration not stated)	-1.4	7.3	0.4	6.3	-10.2	5.1	1.1	-0.6	3.0
COCCn1c(CN2CCN(c3cccc(Cl)c3)CC2)nc2c1c(=O)n(C)c(=O)n2C	-6.7	3.1	11.1	-5.3	5.4	34.1	-1.2	6.4	5.9
O=C1CNC(=S)N1CCc1ccc(O)c(O)c1	nt	1.3	-6.8	nt	-7.5	-7.3	nt	7.6	3.2
COc1ccc(CC(=O)Nc2ccccc2C(=O)N2CCCC2)cc1	0.1	1.5	-27.5	0.3	2.4	3.5	6.2	-1.0	-4.7
Cc1ccccc1C1C(C#N)=C2N=C(N)c3c(sc4c3CCCCC4)N2C2=C1C(=O)CC(C)(C)C2 (configuration not stated)	2.5	-3.1	1.0	3.7	-3.8	4.9	22.5	9.4	0.0
COc1ccc(C(C(C(=O)c2cccs2)N2CCOCC2)N2CCOCC2)cc1OC (configuration not stated)	4.0	0.1	2.4	6.3	1.8	2.5	0.1	0.3	-0.6
CCN(C(=O)CSc1nnc(C)n1-c1cccc(C)c1)C1CCS(=O)(=O)C1 (configuration not stated)	3.2	3.6	-7.1	1.6	nt	3.8	2.3	0.8	8.0
CCOc1ccc(C(=O)Nc2cccc([N+](=O)[O-])c2)cc1Br	-2.9	-5.5	12.6	0.3	11.3	1.6	-2.5	3.1	-2.0
O=C(CCn1cnc2ccccc2c1=O)Nc1ccc2c(c1)OCCO2	5.6	2.0	3.6	6.7	8.4	-4.0	0.9	6.0	2.4
CC(C)(C)C(=O)COC(=O)CNC(=O)c1ccc(Oc2ccccc2)cc1	6.4	-0.2	-9.2	11.6	0.6	2.9	3.2	6.8	6.6
C=CCn1c(SCC(=O)Nc2ccccc2CC)nnc1-c1ccncc1	2.4	3.4	3.6	-0.1	9.9	5.5	-1.6	5.0	3.0
CCOc1ccc(NC(=S)NC23CC4CC(CC(C4)C2)C3)cc1	5.0	-3.3	-18.4	4.9	5.4	4.8	1.5	-1.2	-0.2
COc1cc(SC)ccc1C(=O)OCC(=O)NC1CC1	4.9	0.4	-10.1	8.8	-9.1	-9.0	4.2	3.4	-4.5
c1ccc2cc(C3CCCCC3)ncc2c1	-3.3	nt	nt	-0.9	nt	-19.1	4.3	6.7	nt
CCOC(=O)c1cc(C)n(CCCN2CCOCC2)c1C	-0.6	1.3	-3.1	-5.8	6.2	5.4	8.2	1.4	-0.4
CCOC(=O)N1CCC(N2C(=O)c3ccccc3C2Nc2ccc(C)cc2)CC1 (configuration not stated)	3.6	6.4	-9.9	3.3	0.1	-0.9	2.4	1.6	0.1
O=C(Nc1cc([N+](=O)[O-])ccc1O)c1ccc2c(c1)C(=O)N(Cc1ccco1)C2=O	0.0	2.0	-0.3	2.0	-2.2	5.8	3.5	29.9*	13.0
CCC/C=C1/CCCOC(C(=O)NCc2ccc(C)o2)(C(F)(F)F)C1 (configuration not stated)	3.4	nt	nt	5.5	nt	21.4	11.7	1.8	nt
Cc1cc(C)cc(N2CC(C(=O)NC3CCCCC3)CC2=O)c1 (configuration not stated)	5.2	-2.0	-7.8	-1.2	0.6	0.1	4.8	4.3	3.3
CCn1c(SCC(=O)Nc2ccc(OC)c(OC)c2)nnc1-c1cnccn1	0.1	-1.1	-1.9	5.3	-7.7	0.7	1.3	2.9	1.7
CCOC(=O)C1=C(c2ccccc2)NC(=O)NC1c1cc(Cl)c(O)c(OC)c1 (configuration not stated)	2.0	-0.1	-5.4	-1.5	0.3	-7.0	2.2	4.5	-5.3
c1coc(-c2ncc[nH]2)c1	0.0	5.3	4.8	6.1	4.0	9.9	3.9	-0.8	6.7
[O-][n+]1onc2c1CCc1[nH]c(-c3ccccc3)nc1-2	3.5	0.3	-10.0	5.5	12.0	6.0	-3.0	0.1	2.9
Cc1c(NC(=O)c2c(N)n(-c3ccccc3)c3nc4ccccc4nc23)c(=O)n(-c2ccccc2)n1C	nt	4.7	8.3	nt	-10.3	0.3	nt	2.5	-2.2
Cc1nc(NC(=O)CSc2nnc(C3CC3)n2N)c(Cl)cc1Cl	-3.0	nt	nt	7.8	nt	7.0	-7.0	3.0	nt
Cc1ccc(CNC(=O)Nc2ccc3c(c2)N(C)C(=O)CS3)cc1	0.9	-1.0	5.6	-0.4	6.2	13.9	-1.6	16.7	-0.5
Cc1ccc(C2=NN3C(C(=O)c4ccccc4)Oc4ccccc4C3C2)cc1 (configuration not stated)	0.6	-2.2	3.1	4.2	-4.8	-9.5	0.1	6.3	0.5
N#Cc1c(NC(=O)c2ccco2)sc2c1CCC2	11.3	-2.0	10.2	4.3	5.2	5.5	-50.1	29.9*	0.8
CCNCc1cc2cc(C)ccc2[nH]c1=O	3.0	-1.9	-6.4	2.3	-2.2	5.7	-7.9	0.1	-2.0
COc1ccc2[nH]c(C(=O)O)c(NS(=O)(=O)c3ccc(C)cc3C)c2c1	22.4	1.6	-15.2	9.5	-0.1	-0.5	12.6	10.3	5.6
COc1cc(NC(=O)CN2CC(c3ccccc3)CC2=O)cc(OC)c1 (configuration not stated)	-0.4	-0.8	18.2	-0.5	1.3	-2.0	1.7	2.4	1.7
Cc1nc(C(C)N(C)Cc2c(C(=O)N3CCCCC3)nc3c(C)cccn23)c(C)s1 (configuration not stated)	-4.2	-0.4	-1.6	-4.7	5.4	2.5	2.7	2.3	7.5
C[N+]1(CC(O)c2ccccc2)CCCCCC1 (configuration not stated)	0.4	2.0	-15.1	6.8	-5.4	11.5	4.6	1.7	9.8
O=C(Nc1cccc(Cl)c1)Nc1ccc2c(c1)C(=O)OC2	-3.0	-6.4	9.8	-4.8	4.8	-4.8	-9.6	-4.2	-1.0
Nc1nccc(/C=C/c2c(F)cccc2Cl)n1	1.8	-2.4	-10.3	7.0	10.9	-8.4	-0.1	0.4	10.1
CCOC(=O)NC(=S)c1ccc[nH]1	0.4	-0.1	5.3	-2.9	-11.3	11.2	4.2	-1.1	2.6
COc1ccccc1C(=O)C1CCCN(C(=O)c2ccccn2)C1 (configuration not stated)	5.2	0.1	9.1	0.9	4.4	1.8	-2.5	4.1	-1.8
CCCCC(=O)NNC(=S)NC(=O)c1ccc(C)cc1	13.5	-0.5	-10.6	3.2	-11.2	-10.4	4.6	0.7	1.0
CCCCCCCC#Cc1ccccc1/C=N/S(=O)c1ccc(C)cc1 (configuration not stated)	nt	2.3	0.3	nt	-11.5	-0.8	nt	5.8	3.9
NC(=O)COC(=O)c1ccc2c(c1)C(=O)N(Cc1ccco1)C2=O	1.7	-5.0	0.0	3.6	-10.8	-0.1	1.4	4.5	-0.4
CN(C)S(=O)(=O)c1cccc(NC(=O)CSc2ncnc3ccccc23)c1	-3.2	-3.9	-1.1	1.8	0.5	9.0	0.7	1.2	0.7
CCOc1cc(NC(=O)CCl)c(OCC)cc1NC(=O)CCl	5.2	-1.9	1.8	3.0	0.9	1.3	6.8	4.9	2.6
Cc1onc(-c2ccccc2Cl)c1C(=O)Nc1ccccc1C(N)=O	0.5	-1.5	15.0	4.4	-6.9	3.3	6.4	-6.2	-1.6
Cc1ccc(Nc2nc3nonc3[nH]c2=O)cc1C	1.2	-15.6	2.7	4.9	0.4	6.5	-3.2	-9.4	-15.8
O=C(Nc1ccc2nc(-c3ccccc3)[nH]c2c1)c1cccs1	6.4	-10.3	-3.7	9.3	-6.1	2.4	13.0	5.1	-8.8
O=C(NCCCn1ccnc1)c1ccc2c(c1)OCCO2	-0.9	-1.9	5.9	11.8	-1.8	0.7	-10.0	-1.1	-3.5
Cc1nc2nc(-c3cccs3)cn2nc1C	-3.7	-3.6	5.9	8.1	-0.8	3.3	-3.1	2.7	-2.9
Fc1cc(Cl)c(OCc2noc(-c3ccsc3)n2)c(Cl)c1	2.6	0.1	3.6	7.7	0.3	-0.9	1.2	2.0	0.0
COc1ccc(C(=O)NNC2=NC(C)(C)Cc3cc(C)c(C)cc32)cc1	2.4	-1.1	16.6	-1.4	3.9	-6.0	-2.9	1.7	11.4
N#CCCN(C(=O)COC(=O)C1=NNC(=O)CC1)c1ccccc1	5.1	3.7	-1.8	1.4	-7.1	13.4	1.9	-0.9	2.7
CCOC(=O)c1[nH]c2ccccc2c1NC(=O)CC	8.2	4.8	-7.1	-8.6	-1.8	12.1	-0.4	-2.0	-0.1
C/C(=C\c1ccco1)C1Nc2cccc3cccc(c23)N1	nt	-2.0	-14.4	nt	-10.6	21.8	nt	-7.1	-4.6
CCOC(=O)c1[nH]c(COC(=O)c2ccccc2NC(=O)c2ccco2)c(C(=O)OCC)c1C	7.0	-5.7	-4.8	-2.2	15.0	-10.8	-5.5	-1.8	-4.1
CCOC(=O)C(C)Oc1ccc(=O)n(-c2ccccc2)n1 (configuration not stated)	-0.5	-2.8	-1.1	0.9	3.1	1.2	-0.4	2.1	-5.7
COCCC(=O)N1CCC(Oc2ccc(C(=O)NCc3cccc(C)n3)cc2)CC1	0.9	-1.7	-6.5	-6.6	-11.2	7.0	1.1	-6.7	-8.3
O=c1oc2cc(O)ccc2c2oc3cc(O)ccc3c12	1.9	-3.9	-15.2	14.3	8.7	11.8	-160.2	16.0	-4.7
Cc1c(C)n(CCc2c[nH]c3ccccc23)ccc1=O	3.2	-0.7	3.9	8.8	0.1	-6.0	-2.5	4.1	0.3
O=c1oc2ccccc2c(Nc2ccc(Cl)cc2)c1[N+](=O)[O-]	7.6	0.5	-11.8	9.0	-7.7	-1.9	20.2	-2.7	-3.9

Reprinted at random: 2 entries already listed
SMILES	PAFAH1B2 inh	LYPLA1 counter	ZTA counter	PAFAH1B3 inh	EBNA-1 inhibitor	PREPL inh	PAFAH2 inh	pPAFAH inh	LYPLA2 counter
COc1cc(SC)ccc1C(=O)OCC(=O)NC1CC1	4.9	0.4	-10.1	8.8	-9.1	-9.0	4.2	3.4	-4.5
NC(=O)COC(=O)c1ccc2c(c1)C(=O)N(Cc1ccco1)C2=O	1.7	-5.0	0.0	3.6	-10.8	-0.1	1.4	4.5	-0.4

Next structures follow.
SMILES	PAFAH1B2 inh	LYPLA1 counter	ZTA counter	PAFAH1B3 inh	EBNA-1 inhibitor	PREPL inh	PAFAH2 inh	pPAFAH inh	LYPLA2 counter
Cc1cccc(OCCCCNCc2ccccc2)c1	-0.1	-0.4	5.6	3.8	-19.8	4.6	0.1	-4.0	-2.9
CSCCC(C(=O)N1CC2(C)CC1CC(C)(C)C2)N1C(=O)c2ccccc2C1=O (configuration not stated)	15.8	-0.8	-1.5	10.1	5.6	5.5	-0.5	0.6	1.9
O=C(NCC1CCCO1)c1ccc(S(=O)(=O)Nc2ccccc2F)cc1 (configuration not stated)	2.7	2.4	13.1	5.5	9.7	-3.5	2.8	-1.7	-2.4
COc1cccc(CN(C)C(=O)c2ccc3c(=O)n4c(nc3c2)CCC4)c1OC	-0.1	5.6	0.1	10.5	4.1	4.4	2.8	0.1	0.6
